MBD2 DNA inh – MBD2-methylated oligo binding inhibition; 370,000 tested, 0.31% active; inhibition, % at 4.4 µM; TR-FRET, MBD2 binding to methylated oligonucleotide; Q9UBB5; in the data active = inhibition above about 13%
Target sequence (Q9UBB5 whole entry, looked up): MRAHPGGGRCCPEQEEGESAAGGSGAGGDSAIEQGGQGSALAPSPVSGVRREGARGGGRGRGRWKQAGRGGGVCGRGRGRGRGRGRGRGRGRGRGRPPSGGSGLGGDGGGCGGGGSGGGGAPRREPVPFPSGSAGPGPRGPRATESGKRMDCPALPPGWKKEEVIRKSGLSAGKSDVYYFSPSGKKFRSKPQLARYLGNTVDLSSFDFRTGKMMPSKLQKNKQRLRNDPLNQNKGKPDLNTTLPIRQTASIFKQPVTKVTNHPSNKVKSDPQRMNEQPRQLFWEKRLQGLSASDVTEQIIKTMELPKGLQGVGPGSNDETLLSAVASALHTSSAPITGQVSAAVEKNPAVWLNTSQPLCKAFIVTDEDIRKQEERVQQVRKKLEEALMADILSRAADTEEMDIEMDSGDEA
ADAM17 inh – ADAM17 inhibition, QFRET primary screen; inhibition, % at 6.95 µM; 370,000 tested, 0.83% active; recombinant ADAM17, EDANS/DABCYL FRET peptide cleavage; AID 720648;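 active = inhibition above the mean of compounds lying between control limits plus 3 SD, set per campaign, cut at about 8.5% in these data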;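 also: 0% = DMSO-only wells as the low control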
Target sequence (P78536 215-824 limits assumed): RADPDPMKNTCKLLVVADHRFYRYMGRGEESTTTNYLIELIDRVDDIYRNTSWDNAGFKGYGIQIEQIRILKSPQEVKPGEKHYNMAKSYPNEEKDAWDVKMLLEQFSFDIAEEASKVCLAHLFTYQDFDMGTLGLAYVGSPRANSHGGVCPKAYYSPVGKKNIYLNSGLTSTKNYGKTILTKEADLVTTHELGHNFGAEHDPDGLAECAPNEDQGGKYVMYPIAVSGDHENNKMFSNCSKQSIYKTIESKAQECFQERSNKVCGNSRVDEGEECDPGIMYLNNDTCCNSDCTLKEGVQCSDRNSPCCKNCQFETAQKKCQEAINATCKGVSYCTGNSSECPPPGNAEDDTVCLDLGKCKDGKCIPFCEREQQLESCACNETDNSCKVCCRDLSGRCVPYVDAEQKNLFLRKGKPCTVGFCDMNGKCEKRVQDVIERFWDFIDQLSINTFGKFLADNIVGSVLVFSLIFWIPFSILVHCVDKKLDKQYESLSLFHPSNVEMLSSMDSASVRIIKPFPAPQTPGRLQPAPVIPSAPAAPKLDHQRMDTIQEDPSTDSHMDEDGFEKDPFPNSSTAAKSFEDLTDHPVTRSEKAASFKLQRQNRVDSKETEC
SMARCA2 activ – SMARCA2 function activation, primary screen; MG213 cells, MMTV-luciferase reporter, dexamethasone, overnight; activation, % at 9.1 µM; 370,000 tested, 1% active; in the data active = activation above about 7.8%;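 also: 0% = vehicle wells and 100% = reference activator wells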
ssDAF-12 act – S. stercoralis DAF-12 activation, primary screen | activation, % at 6.8 µM | HEK293 ssDAF-12/GRIP1 lit1-tk-luc reporter, luminescence; % of 3 µM dafachronic acid response | 370,000 tested, 1% active;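 active = activation above the mean over all tested compounds plus 3 SD, cut at about 0.9% in these data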;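 also: 0% = DMSO-only wells and 100% = 3 µM delta7-dafachronic acid wells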
PLCg1 inh – inhibitors of human phospholipase C gamma1 | P19174 | purified PLC-gamma1, fluorogenic substrate, fluorescence | inhibition, % at 12.2 µM | 370,000 tested, 0.84% active; in the data active = inhibition above about 9.5%
DAX1 inh-1 – DAX1 (NR0B1) inhibition, primary screen; HEK293T StAR-luciferase reporter, SF-1/DAX-1 repression relief; inhibition, % at 6.8 µM; 370,000 tested, 1.1% active; AID 652010;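 active = inhibition above the mean over all tested compounds plus 3 SD, cut at about 3.6% in these data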;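 also: 0% = DAX-1 cells with DMSO and 100% = cells lacking DAX-1 with DMSO; higher inhibition means more luminescence from relief of DAX-1 repression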
DAX1 inh-2 – inhibits human nuclear receptor DAX1; P51843; HEK293 Gal4-DAX1 luciferase reporter, luminescence; inhibition, % at 6.75 µM; 340,000 tested, 0.99% active; AID 504766;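 active = inhibition above the mean over all tested compounds plus 3 SD, cut at about 4.2% in these data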;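 also: 0% = DAX1-transfected cells with DMSO and 100% = empty-vector control cells with DMSO; inhibition shows as a rise in luminescence from relieved DAX1 repression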
hcDAF12 agonist – H. contortus DAF-12 activation, primary screen | 370,000 tested, 1.4% active | HEK293 hcDAF-12 lit1-tk-luc reporter, luminescence; 0% DMSO, 100% Δ7-dafachronic acid | activation, % at 6.8 µM;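 active = activation above the mean of all tested compounds plus 3 SD, cut at about 5.5% in these data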;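 also: 100% = response to 3 µM Δ7-dafachronic acid high control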
Rev-erbA mod – Rev-erb alpha (human) modulation. P20393. Rev-erbα–FITC-DNA binding, fluorescence polarization, 90 min. activity, % at 10 µM. 370,000 tested, 0.79% active. AID 1259318;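 active = activity above about 14%, limit read from the data; passing the limit was not always enough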;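 also: 0% = DMSO wells with 35 nM protein and 100% = DMSO wells with 750 nM protein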
PLCb3 inh – PLC-beta3 (human) inhibition, primary screen. Purified PLC-beta3, fluorogenic substrate, fluorescence. inhibition, % at 12.2 µM. 370,000 tested, 0.18% active. AID 720704; in the data active = inhibition above about 11%;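 also: 0% = median of compound wells on plate and 100% = full blocker control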
hgDAF12 agonist – activates the H. glycines DAF-12 receptor ligand-binding domain; HEK293 GAL4-hgDAF12 UAS-luciferase reporter, agonist luminescence; normalized to butyrate control; activation, % at 6.8 µM; 370,000 tested, 1.8% active; AID 687014;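 active = activation above a cutoff set at the mean of all screened compounds plus 3 SD, cut at about 10% in these data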;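 also: 0% = DMSO wells and 100% = sodium butyrate wells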
The depositor's hits bear a star; i = inactive; x = not tested or not shown. Compounds were not picked by outcome; 7.4% or so of the library scored in one or more.

SMILES | MBD2 DNA inh | ADAM17 inh | SMARCA2 activ | ssDAF-12 act | PLCg1 inh | DAX1 inh-1 | DAX1 inh-2 | hcDAF12 agonist | Rev-erbA mod | PLCb3 inh | hgDAF12 agonist
O=C(CN1C(=O)NC2(CCCCC2)C1=O)Nc1cccc2ncccc12 | -2 | -6 | -1 | -0.7 | -7 | -0.2 | 0.7 | -1.3 | -5 | -12 | -1.5
C/C=C/Cn1c(SCc2ccc(Cl)cc2)nc2c1c(=O)[nH]c(=O)n2C | 0 | -2 | 0 | -1.4 | 2 | -0.8 | -0.9 | -1.4 | 6 | 0 | -1.7
Cc1cc(OC(C)C(=O)NCCN2CCOCC2)c2c(C)c(C)c(=O)oc2c1 (centres undefined) | -2 | -92 | -1 | -1.4 | -116 | 0.1 | 0.8 | 1.3 | 1 | -184 | -1.5
COc1cccc(C2/C(=C(\O)c3ccc4c(c3)OCO4)C(=O)C(=O)N2CCN(C)C)c1OC (centres undefined) | -6 | -1 | 0 | -1.0 | -1 | -0.1 | -0.5 | 0.4 | 0 | -3 | 1.1
COc1ccc(-n2nc(C(=O)NCC(=O)NC(C)C)c3ccccc3c2=O)cc1 | -4 | -1 | 0 | -1.5 | -19 | -0.6 | -0.4 | -2.2 | 2 | -27 | 0.5
CC(=O)CSc1nc2nccnc2[nH]1 | 0 | -5 | 4 | -0.5 | 9 | 2.7 | 0.4 | 1.3 | -2 | 5 | 0.1
O=C(COc1ccccc1[N+](=O)[O-])NCCC1=CCCCC1 | -2 | 2 | -3 | -1.3 | 2 | 0.0 | 0.4 | -0.2 | 7 | 1 | -2.2
COc1ccc(NS(=O)(=O)c2ccc(-c3coc(C)n3)cc2)cc1OC | 2 | -4 | -2 | -1.7 | -2 | -1.2 | -3.0 | -5.6 | -4 | -8 | -7.0
COc1ccc(NC(=O)CN(C)C(=O)c2cn(-c3ccccc3)nc2-c2cccnc2)cc1 | -11 | 1 | -3 | -1.2 | -3 | 0.1 | -0.8 | -1.3 | 1 | -9 | -1.8
CCCCN(C(=O)c1ccccc1OCc1ccc(F)cc1)c1c(N)n(CCC)c(=O)[nH]c1=O | -1 | -5 | -3 | -0.9 | 1 | -0.1 | 1.0 | 0.0 | 1 | -7 | -1.6
O=C(c1cccc(C(=O)N2CCN(c3ccccc3)CC2)c1)N1CCN(c2ccccc2)CC1 | -9 | -2 | -3 | -2.1 | -1 | -1.3 | -0.8 | -2.2 | 2 | 1 | -1.6
CNC(=S)Nc1cccc(S(=O)(=O)NC2=NCCC2)c1 | 0 | -1 | -1 | -1.7 | 5 | 0.8 | 0.3 | 0.9 | 2 | 2 | -2.3
CC1(C(=O)Nc2cccc(C#N)c2)CCN1C(=O)Cc1ccc(-c2ccccc2)cc1 (centres undefined) | -1 | 4 | -6 | -2.2 | 3 | -5.2 | x | -3.3 | -4 | -2 | -3.5
CCOc1ccc(C(=O)NCC(=O)OCC(=O)N2CCCCC2)cc1 | 0 | -5 | 0 | -1.1 | -3 | -0.2 | 0.9 | -1.6 | 1 | 0 | -1.6
O=C(Nc1ccc(Cn2cccn2)cc1)c1ccc(COc2ccc(Br)cc2)cc1 | 1 | 1 | 0 | -0.9 | 2 | -0.3 | -1.4 | -0.5 | 1 | 4 | 0.4
COc1ccccc1-c1oc2ccccc2c1C#CCCCCO | 9 | -80 | 0 | -1.5 | -64 | 0.6 | 0.0 | -0.8 | 3 | -87 | -1.7
NC(=O)c1ccc(NC(=O)COC(=O)CC23CC4CC(CC(Br)(C4)C2)C3)cc1 | -4 | 0 | -5 | -0.4 | -2 | 0.2 | 2.3 | -0.6 | 3 | 1 | -1.3
CC1Oc2ccc(C#N)cc2N(Cc2ccccc2OC(F)(F)F)C1=O (centres undefined) | 2 | 0 | 0 | -1.9 | -1 | -0.1 | x | -1.5 | 10 | 0 | 2.1
CSc1ccccc1OCc1cc(C(=O)NC2CCOC(C)(C)C2)no1 (centres undefined) | -3 | 0 | -1 | -1.4 | -4 | -0.3 | -0.7 | -1.2 | 7 | -6 | 1.6
CCOC(=O)C1CCN(c2cc3c(cc2NC(=O)c2ccccc2Cl)n(C)c(=O)n3C)CC1 | -3 | -3 | -1 | -2.0 | -170 | -6.9 | -1.3 | -4.5 | 4 | -242 | -6.2
COc1ccc(-c2csc(C(C)(NC(C)=O)c3ccccc3)n2)cc1 (centres undefined) | -3 | 0 | -1 | -1.8 | -1 | -1.1 | x | -0.2 | -1 | -2 | 1.7
CCOc1ccc(-c2nc(CSCC(=O)NCC3CCCO3)c(C)o2)cc1 (centres undefined) | 4 | 6 | -2 | -1.4 | 3 | -1.0 | 0.1 | -1.6 | 3 | -8 | -2.4
C#CCOCCOCCOCCNc1nc(N2CCN(C(=O)[C@H](CCCCN)n3cc(CN)nn3)CC2)nc(N2CCN(C(=O)[C@H](CCC(=O)O)n3cc([C@@H](N)[C@H](C)CC)nn3)CC2)n1 | 0 | -2 | -3 | -0.7 | 3 | -0.5 | -0.4 | 3.1 | -1 | 1 | -1.4
COc1ccc(NC(=O)C2CCCO2)cc1OC (centres undefined) | 3 | 0 | 5 | -1.6 | -4 | -0.7 | -0.1 | 0.7 | -6 | 0 | 1.9
O=c1[nH]c2ccccc2n2c(=S)[nH]nc12 | -1 | -10 | -2 | -1.0 | -1 | 0.1 | 3.2 | -0.9 | -4 | -6 | -1.2
O=C(COC(=O)C1CCN(S(=O)(=O)c2cccc3cccnc23)CC1)c1ccccc1 | -7 | 2 | -4 | 0.0 | 6 | 0.9 | 0.2 | -0.4 | 1 | 10 | -0.4
CC(C)OC(=O)CCCNc1ccc([N+](=O)[O-])cc1[N+](=O)[O-] | 3 | 1 | -4 | -1.6 | 9 | 0.1 | 3.3 | -2.7 | 0 | 10 | 2.5
CCOc1ccc(N2CC(C(=O)Nc3ccc(S(=O)(=O)N4CCOCC4)cc3)CC2=O)cc1 (centres undefined) | 0 | 2 | 3 | -0.7 | 4 | 0.1 | 0.8 | -1.7 | 2 | 2 | 0.3
CN1C(=O)/C(=C/C=C2\SCCN2C)OC1=S | -10 | 4 | 2 | -0.3 | 5 | 3.9* | 3.1 | 3.1 | 15 | 0 | 10
CCOC(=O)c1cc(-c2ccco2)nc2c1c(C)nn2CCC#N | -1 | -257 | 1 | -0.4 | i | -1.8 | 0.5 | -1.4 | 0 | i | 0.0
O=C(Nc1cccnc1)c1sc2cccc(F)c2c1Cl | 6 | -3 | 1 | -0.9 | 1 | 4.1* | 1.0 | 6.0* | 3 | -7 | 17*
Cc1cc(C)c2nc(-c3ccccn3)cc(C(=O)NCc3ccc(S(N)(=O)=O)cc3)c2c1 | -1 | -65 | 0 | -1.6 | -180 | -1.1 | x | -2.7 | -5 | -181 | -3.1
CC(Cc1cccnc1)NC(=O)CCc1nnc(-c2ccccc2)o1 (centres undefined) | 4 | -6 | -4 | -1.7 | -1 | -0.3 | 0.1 | 0.1 | 5 | -10 | 1.8
C=C(C)c1cccc(C(C)(C)NC(=O)Nc2ccc(C)cn2)c1 | 1 | 6 | 0 | -1.8 | 1 | 0.1 | 0.7 | 0.1 | -5 | 3 | 2.4
Cn1c(N)cc(=O)[nH]c1=S | 1 | -1 | -2 | -0.6 | 2 | -0.1 | 0.1 | 0.8 | 0 | -4 | 0.3
CCOC(=O)C1(CCOc2ccccc2)CCN(Cc2nccn2CC)CC1 | -2 | -1 | 3 | -0.5 | 2 | -0.4 | -1.7 | 3.1 | 1 | 4 | -0.5
COCC(=O)Nc1ccc([N+](=O)[O-])cc1C | 5 | -2 | -1 | -2.0 | 0 | 0.2 | -1.3 | -0.4 | -1 | 7 | 0.8
Cc1cc2ncn(/N=C/c3cccnc3)c2cc1C | 4 | -4 | -6 | -1.7 | -1 | 0.9 | -0.2 | -2.6 | -5 | -2 | 1.8
CCOC(=O)C1(Cc2ccccc2)C(=O)Nc2ccccc21 (centres undefined) | 1 | -5 | -1 | -0.7 | -1 | 0.2 | 3.2 | -0.6 | -6 | -2 | 0.3
Cc1ccc(NCN2C(=O)C3CC=CCC3C2=O)cc1 (centres undefined) | -2 | -5 | -2 | -0.2 | 2 | -0.2 | 0.3 | 0.8 | -3 | 2 | 0.6
Cc1nc(-c2ccccn2)sc1C(=O)Nc1ccc(F)cc1 | -1 | 1 | 3 | -0.7 | 0 | 0.3 | 0.1 | 0.6 | 0 | 0 | 2.9
CC(=O)c1ccc(NC(=O)COC(=O)C2CCN(S(=O)(=O)c3cccs3)CC2)cc1 | 0 | -1 | -1 | -1.2 | 4 | 0.6 | 0.6 | -1.0 | -2 | 3 | -0.7
COc1ccc(CN2CCNC(=O)C2CC(=O)NCCC2=CCCCC2)c(F)c1 (centres undefined) | 1 | -2 | -2 | 0.1 | -6 | 0.4 | 0.2 | -0.1 | 2 | -17 | 0.5
Oc1ccc(/C=N/NC(=S)Nc2cccnc2)c(O)c1O | 30* | -2 | 0 | -1.1 | 12* | -0.2 | 0.7 | 1.4 | -32 | -4 | -2.2
COc1ccccc1NC(=O)CCSc1nc(C)cs1 | -2 | -2 | -1 | -0.8 | -2 | -0.4 | 1.8 | 1.6 | 0 | -7 | -1.1

Compound profiles, as listed above. Order of values: MBD2 DNA inh, ADAM17 inh, SMARCA2 activ, ssDAF-12 act, PLCg1 inh, DAX1 inh-1, DAX1 inh-2, hcDAF12 agonist, Rev-erbA mod, PLCb3 inh, hgDAF12 agonist
Entry for CSc1ccccc1OCc1cc(C(=O)NC2CCOC(C)(C)C2)no1 (centres undefined) → -3, 0, -1, -1.4, -4, -0.3, -0.7, -1.2, 7, -6, 1.6
Entry for NC(=O)c1ccc(NC(=O)COC(=O)CC23CC4CC(CC(Br)(C4)C2)C3)cc1 → -4, 0, -5, -0.4, -2, 0.2, 2.3, -0.6, 3, 1, -1.3
Entry for COc1ccc(NC(=O)CN(C)C(=O)c2cn(-c3ccccc3)nc2-c2cccnc2)cc1 → -11, 1, -3, -1.2, -3, 0.1, -0.8, -1.3, 1, -9, -1.8

In another format: 2 of the compounds above.
canonical_smiles: C#CCOCCOCCOCCNc1nc(N2CCN(C(=O)[C@H](CCCCN)n3cc(CN)nn3)CC2)nc(N2CCN(C(=O)[C@H](CCC(=O)O)n3cc([C@@H](N)[C@H](C)CC)nn3)CC2)n1
  MBD2 DNA inh: 0 | ADAM17 inh: -2 | SMARCA2 activ: -3 | ssDAF-12 act: -0.7 | PLCg1 inh: 3 | DAX1 inh-1: -0.5 | DAX1 inh-2: -0.4 | hcDAF12 agonist: 3.1 | Rev-erbA mod: -1 | PLCb3 inh: 1 | hgDAF12 agonist: -1.4
canonical_smiles: COc1ccc(CN2CCNC(=O)C2CC(=O)NCCC2=CCCCC2)c(F)c1 (centres undefined)
  MBD2 DNA inh: 1 | ADAM17 inh: -2 | SMARCA2 activ: -2 | ssDAF-12 act: 0.1 | PLCg1 inh: -6 | DAX1 inh-1: 0.4 | DAX1 inh-2: 0.2 | hcDAF12 agonist: -0.1 | Rev-erbA mod: 2 | PLCb3 inh: -17 | hgDAF12 agonist: 0.5
